High-throughput results: PubChem, National Center for Advancing Translational Sciences (NCATS)
ALOX12 inh = inhibitors of human 12S-lipoxygenase ALOX12; P18054; purified 12hLO, xylenol orange hydroperoxide absorbance; Potency, µM (doses to about 108 µM), inactives show top-dose activity change, negative = inhibition, hits mostly inhibitors; 1.1% of 580,000 active; active means well fitted inhibition curve with a large enough effect; inconclusive means small, poorly fitted or top-dose-only effect, or another doubt; inactive means no such curve, though single readings can be large or run the other way
Target sequence (P18054 whole entry, looked up): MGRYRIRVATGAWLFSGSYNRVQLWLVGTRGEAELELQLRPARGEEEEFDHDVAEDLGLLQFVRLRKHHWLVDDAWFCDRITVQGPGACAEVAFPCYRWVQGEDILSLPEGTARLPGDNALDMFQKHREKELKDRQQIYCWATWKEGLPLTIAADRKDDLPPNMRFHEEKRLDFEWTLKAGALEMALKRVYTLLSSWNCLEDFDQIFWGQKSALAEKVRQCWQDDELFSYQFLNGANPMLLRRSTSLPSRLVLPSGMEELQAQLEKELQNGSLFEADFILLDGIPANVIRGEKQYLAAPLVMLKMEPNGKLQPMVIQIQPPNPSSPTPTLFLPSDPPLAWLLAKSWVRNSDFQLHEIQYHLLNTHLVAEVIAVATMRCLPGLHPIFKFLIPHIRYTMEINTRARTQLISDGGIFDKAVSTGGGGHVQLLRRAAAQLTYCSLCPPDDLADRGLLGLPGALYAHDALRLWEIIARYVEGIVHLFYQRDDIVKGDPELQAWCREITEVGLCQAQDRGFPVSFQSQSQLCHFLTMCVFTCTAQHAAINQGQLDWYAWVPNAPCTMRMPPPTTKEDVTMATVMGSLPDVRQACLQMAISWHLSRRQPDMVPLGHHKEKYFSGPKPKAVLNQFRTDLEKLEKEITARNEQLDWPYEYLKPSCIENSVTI
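Purified human 12hLO (150 nM final) in 25 mM Hepes, 0.01% Triton X-100, pH 7.0 was preincubated 15 min at room temperature with compound. Then 40 uM arachidonic acid was added, 30 min. Hydroperoxide was read by Fe-XO absorbance ratio 573/405 nm.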
Starred values were filed as active, the others as inactive; ? = inconclusive; [ ] = another dose, or the depositor's remark. On the % scale 0 is the no-effect control and ±100 the full control effect; potency means the concentration at half of the fitted maximal effect.

COc1ccc(C(=O)N2CCC3(CC2)c2nccn2-c2ccccc2CN3C)cc1
  ALOX12 inh = 49.8%[activator]
CN(C)c1ccc(C(=O)NC[C@H]2C[C@@H]3CCN2C[C@@H]3CN2CCc3ccccc3C2)cc1
  ALOX12 inh = 2.1%[176 µM]
N#Cc1ccccc1S(=O)(=O)N1C[C@@H]2C[C@H](C1)c1ccc(-c3ccc(Cl)cc3)c(=O)n1C2
  ALOX12 inh = 5.8%
COc1ccc(-c2cc([C@H]3CN4CC[C@H]3C[C@@H]4CNC(=O)c3cccs3)nc(C)n2)cc1OC
  ALOX12 inh = ?
COC(=O)C1=C(c2ccc(OC(F)(F)F)cc2)C[C@@H]2CC[C@H]1N2C(=O)NCc1ccco1
  ALOX12 inh = -20.3%
CC[C@H]1CN2CC[C@H]1C[C@@H]2CN(Cc1ccc(SC)cc1)Cc1ccc(SC)cc1
  ALOX12 inh = -24.1%[176 µM]
COc1ccc([C@@H]2CN(C(=O)c3sccc3C)[C@@H]3C4CCN(CC4)[C@@H]32)cc1
  ALOX12 inh = 35.2%[activator]
CCn1cc(C(=O)N2C[C@H](c3cccc(OC)c3)[C@@H]3[C@H]2C2CCN3CC2)cn1
  ALOX12 inh = 36.1%[activator]
O=C(c1onc2ccccc12)N1CCC2(CCCNC2)C1 (centres undefined)
  ALOX12 inh = 13.2%
CCC1(N2CCN(C(=O)Cc3ccc(Cl)cc3)CC2)CCN(S(C)(=O)=O)C1 (centres undefined)
  ALOX12 inh = 34.4%

5 of the compounds above, as a markdown table.
| structure | ALOX12 inh |
| --- | --- |
| COc1ccc([C@@H]2CN(C(=O)c3sccc3C)[C@@H]3C4CCN(CC4)[C@@H]32)cc1 | 35.2%[activator] |
| COC(=O)C1=C(c2ccc(OC(F)(F)F)cc2)C[C@@H]2CC[C@H]1N2C(=O)NCc1ccco1 | -20.3% |
| CCC1(N2CCN(C(=O)Cc3ccc(Cl)cc3)CC2)CCN(S(C)(=O)=O)C1 (centres undefined) | 34.4% |
| COc1ccc(C(=O)N2CCC3(CC2)c2nccn2-c2ccccc2CN3C)cc1 | 49.8%[activator] |
| O=C(c1onc2ccccc12)N1CCC2(CCCNC2)C1 (centres undefined) | 13.2% |

Next section:
CCCS(=O)(=O)Nc1ccc(=O)n2c1[C@@H]1C[C@@H](CN(C(=O)c3ccc(OC)cc3)C1)C2
  ALOX12 inh = 19.4%
O=C(C1CCCCC1)N1C[C@@H]2C[C@H](C1)c1ccc(-c3cccc(C(F)(F)F)c3)c(=O)n1C2
  ALOX12 inh = 13.2%
COc1ccccc1-c1cc([C@H]2CN3CC[C@H]2C[C@@H]3CNS(C)(=O)=O)n(C)n1
  ALOX12 inh = 42.8%[activator][176 µM]
O=C(c1cccc(Cl)c1)N1CCC(C(=O)O)(c2ccccc2)CC1
  ALOX12 inh = 6.3%[6.33 µM]
Cn1nc(-c2ccc3ccccc3c2)cc1[C@H]1CN2CC[C@H]1C[C@@H]2CNC(=O)NCc1ccccc1
  ALOX12 inh = ?
O=C(Cc1ccccc1)N1CCC(C(=O)O)(c2ccccc2)CC1
  ALOX12 inh = 3.2%[6.33 µM]
COc1cc2c(cc1OCc1ccccc1)N(C(=O)c1cnn(C)c1)CC21CCN(C)CC1
  ALOX12 inh = 49.9%
CC(C)N1CC2CCC(C1)N2S(C)(=O)=O
  ALOX12 inh = 5.9%[12.5 µM]
O=[N+]([O-])c1cnc(N2CC3CCC(C2)N3CC(F)(F)F)nc1
  ALOX12 inh = 2.4%[6.33 µM]
N#Cc1cccc(-c2ccc3n(c2=O)C[C@H]2C[C@@H]3CN(C(=O)CSCC(=O)O)C2)c1
  ALOX12 inh = 7.8%[176 µM]

COc1ncccc1-c1cnc2[nH]cc(CC(=O)N3CCN(C)CC3)c2c1
  ALOX12 inh = -4.2%[176 µM]
O=C(NCCN1CCC2(CC1)C(=O)NCN2c1ccccc1)c1cccc2c1-c1ccccc1C2=O
  ALOX12 inh = 5.8%
COc1cc2c(cc1OCc1ccccc1)N(C(=O)c1cc3ccccc3n1C)CC21CCN(C)CC1
  ALOX12 inh = 31.6µM*
COCc1cc(N2CCN(C)C3(CCC(=O)N(C)CC3)C2)ncn1 (centres undefined)
  ALOX12 inh = ?
COc1cccc2c1[C@]13CCN(CC4CC4)[C@H](C2)[C@]1(OC)CCC(=O)C3
  ALOX12 inh = -11.6%[57.4 µM]
CN(C)C(=O)[C@H]1CN2CC[C@H]1C[C@@H]2Cn1cc(COc2ccccc2)nn1
  ALOX12 inh = 35.4%[176 µM]
CN(C)CCNC(=O)C1CNCC12CCOCC2 (centres undefined)
  ALOX12 inh = 53.4%
c1ccc(CN2CCOC[C@H]3CCNC[C@H]32)cc1
  ALOX12 inh = 18.0%
CCCc1nnc(N2C[C@H]3COc4ccccc4C[C@@]3(C(=O)O)C2)s1
  ALOX12 inh = -17.0%
O=C1NC2(CCCN(Cc3ccncc3)C2)COc2ccccc21 (centres undefined)
  ALOX12 inh = 4.0%[176 µM]

6 entries out of the list, ordered by SMILES length, smallest number first.
c1ccc(CN2CCOC[C@H]3CCNC[C@H]32)cc1
  ALOX12 inh = 18.0%
COc1ccc(C(=O)N2CCC3(CC2)c2nccn2-c2ccccc2CN3C)cc1
  ALOX12 inh = 49.8%[activator]
COc1cc2c(cc1OCc1ccccc1)N(C(=O)c1cc3ccccc3n1C)CC21CCN(C)CC1
  ALOX12 inh = 31.6µM*
COc1ccc([C@@H]2CN(C(=O)c3sccc3C)[C@@H]3C4CCN(CC4)[C@@H]32)cc1
  ALOX12 inh = 35.2%[activator]
Cn1nc(-c2ccc3ccccc3c2)cc1[C@H]1CN2CC[C@H]1C[C@@H]2CNC(=O)NCc1ccccc1
  ALOX12 inh = ?
O=C(C1CCCCC1)N1C[C@@H]2C[C@H](C1)c1ccc(-c3cccc(C(F)(F)F)c3)c(=O)n1C2
  ALOX12 inh = 13.2%

The listing continues.
Clc1ccc(Cl)c(Cl)c1
  ALOX12 inh = 13.1%
COc1cc2c(cc1OCc1ccccc1)N(C(=O)COc1ccccc1C(N)=O)CC21CCN(C)CC1
  ALOX12 inh = ?
Cc1ccccc1-c1ccc2n(c1=O)C[C@H]1C[C@@H]2CN(C(=O)Nc2ccc(Cl)cc2)C1
  ALOX12 inh = ?
CC(C)NC(=O)NC[C@H]1C[C@@H]2CCN1C[C@@H]2CN1CCCC1
  ALOX12 inh = 48.3%[activator][176 µM]
CC[C@H]1CN2CC[C@H]1C[C@@H]2CNC(=O)COCC(=O)O
  ALOX12 inh = 55.0%[activator][176 µM]
CC(C)NC(=O)NC[C@H]1C[C@@H]2CCN1C[C@@H]2CN1CCOCC1
  ALOX12 inh = 40.8%[activator][176 µM]
Cn1nc(CN2CCOCC(CO)C2)c2c(Cl)cccc21 (centres undefined)
  ALOX12 inh = 100.8%[activator]
CSCC(=O)N1CC(CO)C2(CCNCC2)C1 (centres undefined)
  ALOX12 inh = 0.1%
Cc1ncc2c(n1)C[C@@H]1CC[C@H]2N1C(=O)NC(C)C
  ALOX12 inh = 36.9%
Cc1ncc2c(n1)C[C@@H]1CC[C@H]2N1S(=O)(=O)c1ccc2c(c1)C(C)(C)C(=O)N2
  ALOX12 inh = 30.9%[activator]

C=C[C@H]1CN2CC[C@H]1C[C@@H]2CNCc1cccc(Cl)c1
  ALOX12 inh = 32.2%[activator][176 µM]
O=C1CO[C@H]2CN(C3CCOCC3)C[C@H]2N1Cc1ccccn1
  ALOX12 inh = 33.3%[activator][176 µM]
O=C(Nc1ccccc1)C1=NO[C@@H]2CN(Cc3ccccn3)C[C@H]12
  ALOX12 inh = 32.4%[activator][176 µM]
N[C@H]1[C@H](O)[C@@H](N2CCCCC2)[C@@H]2OC[C@H]1O2
  ALOX12 inh = 22.4%[176 µM]
CCN(CC)C[C@H]1CN2CC[C@H]1C[C@@H]2CNC(=O)Nc1cccc(SC)c1
  ALOX12 inh = 58.1%[activator][176 µM]
COc1cc2c(cc1OCc1ccccc1)N(C(=O)CC1CC1)CC21CCN(C)CC1
  ALOX12 inh = 3.7%[176 µM]
CSCC[C@@H](NC(=O)[C@@H](Cc1ccccc1)NC(=O)CNC(=O)CNC(=O)[C@@H](N)Cc1ccc(O)cc1)C(=O)O
  ALOX12 inh = -18.4%[57.4 µM]
CN(C)c1nc2c(c(N3C[C@H]4CNC[C@@]4(C(=O)O)C3)n1)CCCC2
  ALOX12 inh = 12.4%
O=C(NC[C@H]1C[C@@H]2CCN1C[C@@H]2CN1C[C@@H]2C[C@H](C1)c1cccc(=O)n1C2)c1ccc2c(c1)OCO2
  ALOX12 inh = 94.4%[activator]
C[S+](=O)([O-])N1CCC2(CC1)C(=O)NN=C2c1cccnc1
  ALOX12 inh = 14.3%[176 µM]

COc1ccc(C(=O)OC2CC[C@@]3(C)C4CCC5[C@]6(O)C[C@H](O)[C@@]7(O)C(CN8CC(C)CCC8[C@@]7(C)O)[C@]6(O)C[C@@]53O[C@]24O)cc1OC (some centres undefined)
  ALOX12 inh = -0.6%
CN1CCC(N2C[C@@H]3C[C@H](C2)c2ccc(-c4ccc(OC(F)(F)F)cc4)c(=O)n2C3)CC1
  ALOX12 inh = 17.1%
COc1cc2c(cc1Oc1ccccc1)NC(=O)C21CCN(C(=O)c2cccnc2)CC1
  ALOX12 inh = 10.2%[176 µM]
O=C(NC1CCCCC1)OC[C@H]1C[C@@H]2CCN1C[C@@H]2c1cc(C2CCCC2)nc(-c2ccncc2)n1
  ALOX12 inh = 31.6µM*
COC[C@H]1CCCN1C[C@H]1CN2CC[C@H]1C[C@@H]2CNC(=O)Nc1ccc(OC)cc1
  ALOX12 inh = 9.5%[176 µM]
CC(C)NC(=O)NC[C@H]1C[C@@H]2CCN1C[C@@H]2CN(C)Cc1ccccc1
  ALOX12 inh = 69.9%[activator][176 µM]
O=C(c1ccc(F)cc1)N1C[C@@H]2C[C@H](C1)c1c(-c3ccccc3F)ccc(=O)n1C2
  ALOX12 inh = -18.8%[176 µM]
COc1cccc(Nc2cc3c(cn2)CN(C)CCN3)c1
  ALOX12 inh = 52.7%[activator][176 µM]
Cn1nc(-c2ccc(F)cc2)cc1[C@H]1CN2CC[C@H]1C[C@@H]2CNC(=O)N1CCOCC1
  ALOX12 inh = 6.7%[176 µM]
CS(=O)(=O)NC[C@H]1C[C@@H]2CCN1C[C@@H]2CN1CCc2ccccc2C1
  ALOX12 inh = 108.3%[activator][176 µM]

COc1cc(CCN)c(OC)cc1C
  ALOX12 inh = 0.2%
N#C[C@H](O[C@@H]1O[C@H](CO[C@@H]2O[C@H](CO)[C@H](O)[C@H](O)[C@H]2O)[C@H](O)[C@H](O)[C@H]1O)c1ccccc1
  ALOX12 inh = ?
C=C[C@H]1CN2CC[C@H]1C[C@@H]2CNS(=O)(=O)c1ccc(C)cc1
  ALOX12 inh = -0.9%[176 µM]
CN(C)CC(=O)Nc1ccc2n(c1=O)C[C@H]1C[C@@H]2CN(C(=O)c2ccc(F)cc2)C1
  ALOX12 inh = 111.3%[activator][176 µM]
Cc1ccc([C@H]2CN(C(=O)c3cc(C(C)C)on3)[C@@H]3C4CCN(CC4)[C@H]23)cc1
  ALOX12 inh = 15.2%
CC(=O)Nc1ccc(-c2ccc(=O)n3c2[C@@H]2C[C@@H](CN(S(=O)(=O)c4cccs4)C2)C3)cc1
  ALOX12 inh = -25.9%
CC(C)N1C(=O)OCC12CCN(Cc1cccnc1)C2 (centres undefined)
  ALOX12 inh = -12.6%[176 µM]
COC(=O)[C@H]1[C@@H](OC(=O)c2ccccc2)C[C@@H]2CC[C@H]1N2C
  ALOX12 inh = 0.4%[176 µM]
CN(Cc1ccccc1)Cc1cn(C[C@H]2CC3CCN2C[C@@H]3C(=O)NCc2ccc(F)cc2)nn1 (some centres undefined)
  ALOX12 inh = 8.7%
Cc1nc(-c2ccco2)cc([C@H]2CN3CC[C@H]2C[C@@H]3CNS(C)(=O)=O)n1
  ALOX12 inh = 53.7%[activator][176 µM]

O=C(c1cccs1)N1C[C@@H]2C[C@H](C1)c1ccc(C3CCCCC3)c(=O)n1C2
  ALOX12 inh = 27.4%[176 µM]
CC(=O)c1cccc(NC(=O)OC[C@H]2C[C@@H]3CCN2C[C@@H]3c2cc(C3CCCC3)nc(C)n2)c1
  ALOX12 inh = -2.2%
CC(C)(C)CC(=O)N1C[C@@H]2C[C@H](C1)c1ccc(NC(=O)Nc3cccc(F)c3)c(=O)n1C2
  ALOX12 inh = 2.1%
Cc1ccccc1C(Cn1ccnc1-c1cnc[nH]1)N(C)C (centres undefined)
  ALOX12 inh = 128.9%[activator]
Cc1ccccc1-c1ccc2n(c1=O)C[C@H]1C[C@@H]2CN(S(=O)(=O)c2cccs2)C1
  ALOX12 inh = -29.4%[176 µM]
CCC(CC)c1cc([C@H]2CN3CC[C@H]2C[C@@H]3CNC(=O)c2ccc(C)cc2)nc(-c2ccncc2)n1
  ALOX12 inh = 6.1%
CC(C)CCN(C1CCNCC1)C1CCOCC1
  ALOX12 inh = ?

The list is partial (hit frequency here may not be typical).
